Bioassay records as filed in PubChem BioAssay.
Large T inhibition: SV40 large T antigen inhibitors, biochemical (AID 1903). 310,000 compounds, 0.39% hits. inhibition, % at 20 µM, or IC50 in µM where a hit was titrated. SV40 large T antigen ATPase/helicase inhibition assay; higher % means a stronger effect; in the data active = a potency from the dose series; inconclusive = inhibition mostly from about 32% at the one dose, without a potency; inactive = the rest, 99 in 100 with inhibition below about 32%; note: strong numbers were not always called active
T cell HTS: modulators of CD8 T cell-vesicle binding, primary screen, mouse 2C CD8+ T cells, flow cytometry. calls only at 7 µM. 330,000 compounds, 0.068% hits. 2C CD8+ T cell-vesicle binding; active compounds read low. AID 2052, 2009;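 active = response, share of CD8 T cells binding vesicles, and their 90th percentile fluorescence all below set limits, cut at about 80% in these data, passing the limit was not always enough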
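Assay system: 2C TCR transgenic mouse naive CD8+ T cells, MACS-purified | Read-out: CD8+ gate FL2 mean fluorescence as % of same-row positive control | Signal: High-throughput flow cytometry with anti-B7-1 and anti-CD8 staining | Timing: Binding step 1.5 h, 37 °C, antibody labelling 20 min, ice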
Rac1 GTP hydrolysis: MgcRacGAP GTPase-activating activity inhibitors, confirmation, biochemical, ADP Hunter fluorescence | Rac GTPase-activating protein 1 (Homo sapiens) | one-dose inhibition, % at 30 µM; IC50 in µM for titrated hits | MgcRacGAP-stimulated Rac1 GTP hydrolysis, ADP Hunter fluorescence; higher % means a stronger effect; GST-tagged Rac1 F28L mutant substrate | AID 624330, 2012 | 340,000 compounds, 0.6% hits;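 active = first-screen hits whose inhibition reached a set limit at any dose in the follow-up dose series; inconclusive = inhibition above the set first-screen limit but never retested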;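 note: fluorescence reports GDP produced by GAP-driven GTP hydrolysis; strong numbers were not always called active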
GPR55 beta-arrestin: GPR55 agonists via beta-arrestin recruitment, primary screen, imaging, U2OS cells, beta-arrestin-GFP redistribution (AID 1961); 290,000 compounds, 0.048% hits; activation, % at 10 µM; hits with a dose series show EC50 in µM; U2OS GPR55 beta-arrestin-GFP redistribution imaging; higher % means a stronger effect; G-protein coupled receptor 55 (Homo sapiens);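 active = activation above 40% with more than 50 cells counted in the well; inconclusive = wells holding fewer than 50 cells, flagged as toxic or sparse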;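 note: U2OS osteosarcoma cells stably expressing GPR55 and beta-arrestin-GFP; plate controls were DMSO negative control for no effect and LPI positive control for full effect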
LYP phosphatase: inhibitors of LYP phosphatase, biochemical, fluorescence intensity, uHTS (AID 1779); Tyrosine-protein phosphatase non-receptor type 22 (Homo sapiens); recombinant LYP phosphatase, fluorescence intensity; higher % means a stronger effect; inhibition, % at 11.5 µM, or IC50 in µM where a hit was titrated; 290,000 compounds, 0.054% hits; in the data active = inhibition above about 50%;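 note: plate controls were vehicle with enzyme for no effect and no enzyme for full effect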
Hep lipid drop: inhibitors of hepatocyte lipid droplet formation, primary screen, imaging, high-throughput imaging, BODIPY stain | inhibition, % at 6.5 µM | AML12 mouse hepatocytes, oleate lipid droplets | 240,000 compounds, 0.4% hits;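 active = lipid droplet intensity inhibited by at least 50%, with more than 500 cells counted; inconclusive = wells with under 300 cells, treated as cytotoxic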
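Assay system: AML12 hepatocytes (mouse); Probe or stimulus: oleic acid at 100 µM to induce lipid droplet formation; Dosing: compound at 6.5 µM only; Schedule: compound with oleate, overnight; Detection: fluorescence imaging, 20x objective, two fields per well; Measure: % inhibition of lipid droplet signal.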
GPR55 antagonists: GPR55 antagonists blocking LPI-driven arrestin recruitment, primary screen, imaging, U2OS, beta-arrestin-GFP, LPI agonist (AID 2013). 290,000 compounds, 0.13% hits. U2OS GPR55 beta-arrestin-GFP translocation imaging, LPI antagonism; higher % means a stronger effect. inhibition, % at 10 µM; hits with a dose series show IC50 in µM. G-protein coupled receptor 55 (Homo sapiens);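 active = spots per cell inhibited over 60%, with over 100 cells counted and total cytoplasm intensity under 500,000; inconclusive = wells with under 100 cells, flagged as likely toxic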;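 note: U2OS cells stably carrying GPR55 and arrestin-GFP stimulated by 5 µM LPI near EC80; imaged beta-arrestin-GFP aggregate spots per cell after agonist stimulation; plate controls were LPI-stimulated DMSO wells for no effect and DMSO wells without LPI for full effect; some results filed as inactive read as strong as hits; confirmed hits need IC50 under 10 µM and bright autofluorescent wells are also inconclusive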
NTR1 agonist: agonists of NTR1, primary screen, imaging, U2OS cells, beta-arrestin-GFP, high content (AID 493036); NTR1-U2OS beta-arrestin-GFP spot imaging, agonist mode; 330,000 compounds, 0.17% hits; activation, % at 20 µM; Neurotensin receptor type 1 (Homo sapiens), P30989;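 active = activation at or above 40% of the spot to cytoplasm intensity ratio, with at least 20 cells analyzed; inconclusive = wells under 20 cells, flagged as cytotoxic or low count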;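 note: 0% = DMSO without peptide and 100% = 100 nM NTR1 peptide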
Target sequence (P30989 whole entry, looked up): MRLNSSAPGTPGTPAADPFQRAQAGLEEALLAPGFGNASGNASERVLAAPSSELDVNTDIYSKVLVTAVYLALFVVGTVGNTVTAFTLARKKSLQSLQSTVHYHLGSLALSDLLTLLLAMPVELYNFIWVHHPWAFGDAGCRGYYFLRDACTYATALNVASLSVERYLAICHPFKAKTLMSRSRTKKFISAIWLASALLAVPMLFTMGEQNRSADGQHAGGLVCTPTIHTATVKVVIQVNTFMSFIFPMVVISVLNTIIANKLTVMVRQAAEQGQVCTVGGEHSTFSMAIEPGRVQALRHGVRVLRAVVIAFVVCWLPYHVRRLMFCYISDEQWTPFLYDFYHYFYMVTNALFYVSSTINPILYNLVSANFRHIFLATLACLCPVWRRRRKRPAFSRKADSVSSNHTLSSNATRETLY
GPR35 arrestin U2OS: GPR35 antagonists blocking zaprinast-driven arrestin recruitment, primary screen, imaging, U2OS, beta-arrestin-GFP, zaprinast agonist (AID 2058); 290,000 compounds, 0.052% hits; inhibition, % at 10 µM; hits with a dose series show IC50 in µM; G-protein coupled receptor 35 (Homo sapiens); U2OS GPR35 beta-arrestin-GFP translocation imaging, zaprinast antagonism; higher % means a stronger effect;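 active = inhibition of at least 50% with at least 30 cells and total cytoplasm GFP at most 10,000,000; inconclusive = under 30 cells or total GFP of 10,000,000 plus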
Hep lipid drop cells 6.5 µM: second read-out of Hep lipid drop, no call of its own (marks repeat the call); cell count; measured here: cell count, cytotoxicity flag;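 cells counted across two imaged fields per well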
T cell HTS vesicle-bound %: recorded beside T cell HTS, whose call it bears; double positive events, %; measured here: CD8+ vesicle-bound cell fraction;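 binding gate set so that unloaded-vesicle control wells show 10% double positive cells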
NTR1 agonist cell count 20 µM: also measured in NTR1 agonist; calls as there; cell count; measured here: cell count, cytotoxicity flag
Starred values were filed as active, the others as inactive; i = inactive; ? = inconclusive; · = no result given.

SMILES	Large T inhibition	T cell HTS	T cell HTS vesicle-bound %	Rac1 GTP hydrolysis	GPR55 beta-arrestin	LYP phosphatase	Hep lipid drop	Hep lipid drop cells 6.5 µM	GPR55 antagonists	NTR1 agonist	NTR1 agonist cell count 20 µM	GPR35 arrestin U2OS
CC(C)C[C@H](NC(=O)OC(C)(C)C)C(=O)N1CCC(C(=O)N[C@@H](Cc2ccccc2)C(=O)O)CC1	-3.0%	i	23.7	9.9%	0.0%	-7.2%	19.4	699	-4.5%	-0.4	54	11.1%
O=C(CCN1CCN(c2ccccc2F)CC1)Nc1ccc(F)cc1	7.6%	i	69.9	-3.3%	-0.2%	-14.2%	-1.1	794	-7.5%	-0.5	59	-6.1%
O=C(CC(=O)NCc1cccnc1)NCc1cccnc1	11.2%	i	27.9	7.0%	0.2%	-12.7%	11.1	775	11.3%	-1.1	47	21.5%
CCCCOc1ccc(CNC(=O)NS(=O)(=O)c2ccc(OCC)cc2)cc1	-3.7%	i	28.5	5.0%	-0.1%	-6.7%	0.9	753	-4.6%	-1.2	64	10.2%
COc1ccc(Cl)cc1C(=O)Nc1ccc(NC(C)=O)cc1	13.4%	i	36.3	3.0%	-0.1%	-2.2%	20.4	646	1.9%	-0.3	41	23.9%
COc1ccc(CNC(=O)c2ccc3c(c2)N(C)C(=O)CS3=O)cc1 (centres undefined)	16.1%	i	32.1	16.8%	-0.1%	-5.5%	·	·	9.0%	3.4	53	2.6%
COc1ccc(COC(=O)C2=C(C)NC(=O)NC2c2cc(Br)c(O)c(OC)c2)cc1 (centres undefined)	4.0%	i	19.8	11.2%	-0.2%	-5.2%	-3.6	834	5.8%	0.4	59	16.8%
Cc1nc2ccc(NC(=O)c3ccc(Cl)c(S(=O)(=O)N(C)c4ccccc4)c3)cc2s1	5.0%	i	11.3	8.2%	0.1%	6.2%	-10.2	669	3.3%	9.6	61	3.1%
COc1cc(/C=C2/C(=O)N(c3ccc(Br)cc3)N=C2C)cc([N+](=O)[O-])c1O	2.6%	i	54.1	·	0.0%	-2.7%	3.5	818	1.1%	4.2	97	-4.8%
Cc1ccc(NC(=O)CSCC(=O)Nc2cc(Cl)ccc2N2CCOCC2)cc1	24.9%	i	54.4	2.8%	·	·	·	·	·	2.0	57	·
O=C(Cn1nc(-c2ccccc2F)ccc1=O)NCc1ccc2c(c1)OCO2	-2.9%	i	51.5	7.7%	-0.2%	-4.2%	·	·	9.7%	2.2	67	2.1%
CCCCOC(=O)Nc1cc(OC)c(Cl)cc1OC	-5.8%	i	19.9	5.3%	0.3%	-11.1%	·	·	11.2%	1.5	52	28.3%
CC(NC(=O)Cc1ccccc1)c1ccccc1 (centres undefined)	5.0%	i	35.1	7.9%	-0.2%	-0.7%	-2.5	831	-1.7%	0.8	49	16.7%
O=C(Nc1ccc(C(=O)N2CCOCC2)cc1)Nc1cccc(Cl)c1	20.7%	i	21.4	-5.5%	0.1%	1.3%	2.4	718	-6.7%	0.9	43	3.6%
O=C(C1COc2ccccc2O1)N1CCN(c2ccccc2Cl)CC1 (centres undefined)	12.1%	i	57.6	8.5%	0.3%	0.5%	1.0	663	3.4%	6.1	43	-13.2%
CC(C)(C)NC(=O)NC(=O)CN1CCN(c2ccc(O)cc2)CC1	21.2µM*	i	32.2	?	-0.5%	-1.5%	-1.8	668	4.7%	1.7	65	-17.5%
COc1ccccc1NC(=O)c1cc2cc(Br)ccc2cc1O	6.0%	i	27.2	-5.1%	0.3%	8.8%	14.0	807	17.4%	·	·	-18.4%
CS(=O)(=O)c1ccc(C(=O)OCC(=O)NC(=O)Cc2ccccc2)cc1	16.5%	i	47.3	2.3%	·	·	·	·	·	0.5	72	·
COc1ccc(C)cc1NC(=O)CN(C)S(=O)(=O)c1ccc2c(c1)c(=O)n(C)c(=O)n2C	-4.4%	i	24.6	10.9%	-0.1%	-5.1%	20.3	750	2.0%	-0.9	55	-1.7%
N#Cc1cc([N+](=O)[O-])cnc1Nc1ccccc1	4.5%	i	42.8	4.1%	0.0%	2.6%	-4.5	620	6.2%	1.0	75	-12.8%
C#CCOCCOCCOCCNc1nc(N2CCN(C(=O)Cn3cc(CC(C)O)nn3)CC2)nc(N2CCN(C(=O)[C@H]([C@@H](C)CC)n3cc(CCCN=C(N)N)nn3)CC2)n1 (some centres undefined)	9.3%	·	·	5.0%	-0.1%	0.2%	-18.8	719	2.9%	-0.1	63	5.1%
COc1cc(C2C(C(C)=O)=C(O)C(=O)N2c2ccc(Br)cn2)ccc1O (centres undefined)	10.7%	i	19.9	9.1%	-0.1%	-3.0%	·	·	-11.0%	0.8	79	-2.4%
CNC(=O)N(O)C1N(/N=C/c2ccccc2F)C(=S)SC1(C)C (centres undefined)	9.8%	i	20.3	8.1%	-0.1%	2.2%	-6.5	407	3.9%	-0.8	85	5.5%
CSC1=C(C#N)C(C)CC(=O)N1 (centres undefined)	0.3%	i	37.6	2.6%	-0.1%	-5.1%	10.1	763	-2.9%	1.5	45	-4.5%
CCO/C(C)=N/n1c2nc3ccccc3nc2c2c(=O)n(CC(C)C)c(C)nc21	8.2%	i	28.4	4.0%	0.2%	-6.1%	·	·	7.3%	9.0	73	4.8%

More results follow:
SMILES	Large T inhibition	T cell HTS	T cell HTS vesicle-bound %	Rac1 GTP hydrolysis	GPR55 beta-arrestin	LYP phosphatase	Hep lipid drop	Hep lipid drop cells 6.5 µM	GPR55 antagonists	NTR1 agonist	NTR1 agonist cell count 20 µM	GPR35 arrestin U2OS
CCc1noc(C)c1C(=O)N(CCC(C)C)c1c(N)n(Cc2ccccc2)c(=O)[nH]c1=O	9.2%	i	56.8	3.4%	·	·	·	·	·	-0.8	62	·
O=C(/C(=C/c1cccc(Cl)c1)c1nc2ccccc2[nH]1)c1ccccc1	3.6%	i	31.6	-0.8%	0.6%	2.3%	-2.3	617	-4.2%	40.5*	59*	-5.4%
COC(=O)c1cccc(NC(=O)COc2cccc([N+](=O)[O-])c2)c1	12.0%	i	54.9	4.0%	-0.3%	-7.2%	4.0	693	5.6%	-0.9	60	2.3%
COC(=O)c1ccc(NC(=O)c2ccco2)cc1	-0.7%	i	18.3	6.0%	-0.2%	-5.3%	·	·	-9.2%	-1.3	80	-9.1%
C=C1c2ccc(C)cc2NC(=O)N1c1ccccc1	1.4%	i	28.8	·	0.3%	3.3%	-16.6	664	-2.6%	1.8	67	4.6%
N#C/C(=C\c1cccnc1)C(=O)Nc1ccc(C(=O)O)cc1	24.6%	i	8.4	5.0%	-0.2%	-3.1%	-6.0	682	8.2%	0.5	31	20.6%
CCOC(=O)CSC1=C(C#N)C(c2ccccc2Cl)C(C(=O)OC)C(=O)N1 (centres undefined)	5.7%	i	38.5	1.9%	-0.1%	-6.1%	·	·	-0.7%	-0.4	95	14.6%
O=C(O)CCCC(=O)NS(=O)(=O)c1ccc(Cl)cc1	·	i	13.6	0.5%	0.3%	6.5%	8.7	779	0.4%	-0.7	55	5.4%
CCCCCCCCCCCC(=O)NC(Cc1ccc(OC)c([N+](=O)[O-])c1)C(=O)O (centres undefined)	9.1%	i	49.1	10.5%	-0.1%	-5.4%	-8.7	695	5.8%	0.3	50	9.7%
O=C(CSc1nnc(-c2ccco2)n1Cc1ccco1)NCc1cccs1	7.4%	i	13.8	6.4%	-0.3%	-4.9%	·	·	2.8%	-0.8	100	-5.2%
Cc1nn(CCC#N)c2[nH]c(=O)cc(C(F)(F)F)c12	1.7%	i	29.1	4.8%	-0.3%	-6.0%	-4.7	696	-7.4%	-0.4	54	-8.4%
CSc1nc2ccc(NS(=O)(=O)c3ccccc3F)cc2s1	-1.6%	i	51.5	2.4%	-0.4%	1.5%	10.0	658	5.9%	0.5	31	7.1%
Cc1ccc(N(CN2CCCC2=O)C(=O)c2ccc(C)c(C)c2)cc1	2.8%	i	31.8	3.3%	0.0%	-3.7%	-23.4	581	-4.5%	2.5	78	11.4%
CC(=O)Oc1ccc(/C=N/NS(=O)(=O)c2ccc(C)cc2)c(OC(C)=O)c1	15.1%	i	24.2	11.6%	-0.1%	-9.3%	-4.4	825	7.1%	-0.4	86	-3.8%
Cc1nn(-c2ccccc2)c(Cl)c1C(=O)N1CCN(c2ncnc3c2cnn3-c2ccccc2)CC1	4.8%	i	15.1	5.6%	0.0%	-2.8%	·	·	8.9%	21.0	35	-15.5%
O=C(NCc1ccccn1)c1ccc(NS(=O)(=O)c2cccc(Cl)c2)cc1	1.2%	i	48.8	2.9%	-0.1%	-5.5%	1.7	689	2.8%	0.7	74	-13.7%
COc1ccc(CNn2c(-c3cccc(C)c3)nc3ccccc3c2=O)cc1OC	0.5%	i	5.1	1.8%	0.3%	-2.5%	0.7	774	-4.0%	2.9	30	-0.2%
O=[N+]([O-])c1ccc(O)c(/C=N/Nc2ccccc2[N+](=O)[O-])c1	2.4%	i	20.3	8.5%	-0.1%	-5.2%	·	·	6.0%	·	·	-22.3%
CCCCN1CC[C@H]2C=CC[C@@H](C(=O)Nc3ccc(Cl)cc3Cl)[C@H]2C1=O	15.1%	i	31.7	10.3%	·	·	·	·	·	0.1	56	·
O=S(=O)(c1ccccc1)c1cnc(-c2cccnc2)nc1-c1ccc(Cl)c(Cl)c1	2.1%	i	37.4	5.2%	-0.1%	-0.5%	·	·	7.0%	6.1	96	0.9%
